# Assay outcomes as filed in PubChem.
# TAAR1 antag – human TAAR1 antagonism | AID 624466 | Q96RJ0 | CHO RD-HGA16 TAAR1, Fluo-8 calcium fluorescence, antagonist | inhibition, % at 3 µM | 360,000 compounds, 1.5% hits;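 active = inhibition above a per-plate cutoff, the mean inhibition of test compounds on that plate plus 3 SD, cut at about 49% in these data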;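 note: 0% = DMSO plus EC80 beta-PEA response and 100% = DMSO alone without agonist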
#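 Test system – hTAAR1-expressing CHO RD-HGA16 cells, Gα16-coupled · Also added – β-PEA at EC80 concentration, post-compound challenge · Compound – 3 µM, single point · Incubation – dye loading 75 min at 37 °C, then 30 min room temperature · Measured by – Fluo-8 intracellular calcium dye fluorescence, real-time kinetic reads · Benchmarks – vehicle and agonist controls · Replicates – singlicate, one well per test compound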
# CHO-K1 Ca antag – counter-screen for M1 antagonists: effect in parental CHO-K1 cells. AID 602250. 360,000 compounds, 0.6% hits. inhibition, % at 3 µM. ATP-induced calcium, Fluo-8 fluorescence;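 active = inhibition above a per-plate cutoff, the plate's mean sample inhibition plus 3 SD, cut at about 24% in these data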;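 note: 0% = DMSO plus EC80 ATP and 100% = DMSO alone without ATP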
# OXTR potentiator – potentiators of human oxytocin receptor. activation, % at 3 µM. P30559. CHO-OTR cells, Fluo-8 calcium fluorescence, potentiator mode; 0% = oxytocin EC15, 100% = EC100. 320,000 compounds, 0.061% hits;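 active = activation above that plate's cutoff, the mean activation of tested compounds plus 3 SD, cut at about 6.6% in these data, passing the limit was not always enough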;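 note: 100% uses oxytocin at 75 nM as the full agonist control; some results filed as inactive read as strong as hits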
# Target sequence (P30559 whole entry, looked up): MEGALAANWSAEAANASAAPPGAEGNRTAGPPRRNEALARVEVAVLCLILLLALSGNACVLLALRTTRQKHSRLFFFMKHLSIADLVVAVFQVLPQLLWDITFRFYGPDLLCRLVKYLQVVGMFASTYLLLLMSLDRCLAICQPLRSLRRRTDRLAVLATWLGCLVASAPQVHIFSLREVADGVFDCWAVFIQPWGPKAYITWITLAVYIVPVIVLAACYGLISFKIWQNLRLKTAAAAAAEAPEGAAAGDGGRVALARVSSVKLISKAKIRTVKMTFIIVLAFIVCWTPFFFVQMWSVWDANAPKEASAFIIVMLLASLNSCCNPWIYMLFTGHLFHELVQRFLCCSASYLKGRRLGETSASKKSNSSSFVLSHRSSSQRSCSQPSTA
#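 test system = CHO-OTR cells, human receptor | compound = single-point 3.0 µM | schedule = 6 min compound pre-incubation at room temperature, 100 s kinetic read | signal = Fluo-8 no-wash calcium dye fluorescence, excitation 470-495 nm, emission 515-575 nm | repeats = single well per compound, singlicate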
# CHO-K1 Ca ag – nonselective activator or artifact in parental CHO-K1 cells | 360,000 compounds, 0.48% hits | Fluo-8 calcium fluorescence; scaled to maximal ATP response, vehicle zero | activation, % at 3 µM; in the data active = activation above about 15%;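 note: untransfected CHO-K1 host cells lacking M1 receptor as counterscreen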
# CHRM1 agonist – agonists of human M1 muscarinic receptor. P11229. CHO-K1 hM1, Fluo-8 calcium fluorescence, agonist mode; 0% DMSO, 100% acetylcholine EC100. activation, % at 3 µM. 360,000 compounds, 0.33% hits;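 active = activation above the run's mean compound activation plus 3 SD, cut at about 16% in these data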;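 note: peak over basal fluorescence ratio within a 140 s kinetic read after compound addition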
# Target sequence (P11229 whole entry, looked up): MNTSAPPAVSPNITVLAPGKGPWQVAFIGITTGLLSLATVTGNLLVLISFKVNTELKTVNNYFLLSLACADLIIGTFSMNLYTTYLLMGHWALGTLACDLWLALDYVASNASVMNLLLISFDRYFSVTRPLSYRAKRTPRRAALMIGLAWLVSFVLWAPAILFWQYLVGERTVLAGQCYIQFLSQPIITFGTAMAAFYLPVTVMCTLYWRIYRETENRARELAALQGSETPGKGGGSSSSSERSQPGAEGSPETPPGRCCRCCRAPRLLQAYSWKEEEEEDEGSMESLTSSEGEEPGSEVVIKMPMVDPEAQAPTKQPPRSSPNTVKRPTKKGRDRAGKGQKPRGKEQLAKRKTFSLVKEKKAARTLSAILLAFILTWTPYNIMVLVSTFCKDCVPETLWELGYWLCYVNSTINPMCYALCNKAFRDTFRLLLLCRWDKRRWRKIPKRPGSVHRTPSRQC
# CHO parental Ca – signal in parental CHO cells, OX1R antagonist counter-screen; 330,000 compounds, 0.63% hits; parental CHO-K1, ATP-induced calcium, Fluo-8 fluorescence; inhibition, % at 5.6 µM; AID 463079;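 active = inhibition above that plate's mean sample inhibition plus 3 SD, cut at about 26% in these data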;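 note: 0% = ATP-challenged DMSO wells and 100% = DMSO wells without ATP; some compounds past the cut are filed as inactive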
#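 Test system: untransfected parental CHO cell line; also added: ATP stimulus; dosing: 5.6 µM, single dose; signal: calcium-sensitive Fluo-8 fluorescence; measure: percent inhibition of ATP-evoked calcium rise, normalized to controls; benchmarks: low control ATP plus DMSO, high control DMSO only; replication: one well per compound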
# M1 PAM parental – M1 PAM counterscreen hit in parental CHO-K1 cells; ATP EC20, Fluo-8 calcium fluorescence; 0% at ATP EC20, 100% at ATP max; activation, % at 3 µM; 360,000 compounds, 0.02% hits; AID 602247;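 active = activation above the run cutoff, the mean activation of all test compounds plus 3 SD, cut at about 40% in these data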;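 note: peak over basal fluorescence ratio in a 140 s read after ATP addition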
# CHRM1 antagonist – antagonists of human M1 muscarinic receptor | P11229 | CHO-K1 hM1, Fluo-8 calcium fluorescence, ACh EC80 antagonist | inhibition, % at 3 µM | 360,000 compounds, 1.3% hits;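 active = percent inhibition above its own plate's cutoff, namely the mean of that plate's compound wells plus 3 SD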;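 note: peak over basal fluorescence ratio during 140 s after agonist addition; 0% = ACh EC80 plus DMSO and 100% = DMSO alone without agonist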
# TAAR1 ag – agonists of human TAAR1; Q96RJ0; CHO RD-HGA16 TAAR1, Fluo-8 calcium fluorescence; vehicle wells 0%, saturating PEA agonist 100%; activation, % at 3 µM; 360,000 compounds, 0.99% hits;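 active = activation above the mean activation of all test compounds in the run plus 3 SD, cut at about 38% in these data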
#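 System: CHO RD-HGA16 cells carrying human TAAR1 plus Gα16; Incubation: 17-24 h seeding, 75 min 37 °C dye, 30 min RT; Measured by: Fluo-8 fluorescence, 5 s baseline then 140 s kinetic read; Control set: DMSO and PEA EC100; Replication: single well for each compound.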
# * hit, by the source's call; . = no result given.
molecule,TAAR1 antag,CHO-K1 Ca antag,OXTR potentiator,CHO-K1 Ca ag,CHRM1 agonist,CHO parental Ca,M1 PAM parental,CHRM1 antagonist,TAAR1 ag
Cc1ccc(C(=O)N/C(=C\c2ccco2)C(=O)N2CCOCC2)cc1C,-5,-13,-4,1.7,-3,-5,11,2,1
C=C1[C@H]2O[C@H]2[C@@H](OC(C)=O)[C@@]2(C)[C@@H](OC(C)=O)C[C@@H](OC(C)=O)[C@@](C)(O)[C@@H]2[C@@H](OC(C)=O)[C@@]2(O)[C@@H](C)C(=O)O[C@H]2[C@H]1Cl,-11,-13,.,-0.3,-4,.,-1,-9,2
COCCCNC(=O)c1cc2c(-c3cccc(OC)c3)nn(C)c2s1,-15,-15,2,0.6,-3,-7,-1,-14,3
CN(C)c1ccc(/C=N/NC(=O)c2nnn(-c3nonc3N)c2CN(C)c2ccccc2)cc1,15,-3,-14,0.2,-1,0,17,-7,2
CCOc1ccccc1-c1nn2c(Cc3ccccc3)nnc2s1,-19,-7,-7,0.1,-10,-17,-4,4,3
CSC(=S)N/N=C/c1ccc(Br)cc1,-2,-6,-7,-0.4,-4,8,14,-11,12
CN(C)S(=O)(=O)c1cccc(NC(=O)c2cccc(NS(=O)(=O)c3ccccc3)c2)c1,24,3,-13,7.0,-8,6,-5,17,6
O=C(Nc1ccc(Br)cc1F)C1CCN(c2nnc(-n3cccc3)s2)CC1,5,-9,0,0.3,-1,-13,23,-16,-3
ONC(=Nc1ccccc1Cl)c1c(F)cccc1F,-25,3,-5,0.6,-1,-14,-23,-20,6
CC(=O)Oc1ccc(C(=O)Nc2ccc(S(=O)(=O)N3CCOCC3)cc2)cc1,2,4,-6,1.1,0,-2,-18,-8,3
Cc1cc(C)c(C(=O)N(CCN(C)C)CC2CCCN(Cc3ccccc3F)C2)o1 (stereo not given),-7,3,-8,-0.6,-7,-30,-8,-1,0
CC(=O)Nc1cccc(C(=O)/C=C/c2ccc(Br)cc2)c1,7,-12,-12,4.9,3,-11,27,-12,23
COc1ccc(CN2CN(C(C)C)CSC2=S)cc1,-23,13,-6,-0.1,-4,-14,-8,5,2
CCOC(=O)Nc1cc(C)ccc1OC,-4,-14,-15,0.5,-2,0,11,1,0
CC1CCCN(CCC(=O)Nc2ccc(F)c(F)c2)C1 (stereo not given),-11,-6,-1,0.4,-8,-4,-3,-2,2
Cc1ccc(-n2nc(C)c3cc(C(=O)O)sc32)cc1,-8,-2,4,0.0,-3,7,0,-5,-1
Cc1ccc(NC(=O)COc2cccnc2[N+](=O)[O-])cc1S(=O)(=O)N1CCCCC1,-5,6,-8,1.6,-9,-24,2,3,12
Cc1c(OCC(=O)N2CCC(C(=O)O)CC2)ccc2c3c(c(=O)oc12)CCC3,9,6,1,0.4,-1,-1,4,-1,0
Cc1cccc(N2CCN(C(=O)C3CCN(S(=O)(=O)c4cccc5cccnc45)CC3)CC2C)c1 (stereo not given),75*,11,-8,7.7,-1,-11,7,26,15
COc1cccc(/C=C2\CCc3ccccc3C2=O)c1,-3,-14,-8,0.5,-2,-27,0,-9,1
Cc1cccc(CN2C(=O)N/C(=C/c3cc(C)n(-c4ccccn4)c3C)C2=O)c1,-7,4,-18,0.3,-5,-18,2,10,-4
CC(NCc1ccc2c(c1)OCO2)C(=O)N1CCc2ccccc21 (stereo not given),-3,2,0,0.1,-10,-4,4,2,4
CCC(C)NC(=O)N[C@@H](Cc1ccccc1)C(=O)O (stereo not given in full),-5,-9,-10,0.1,-5,-10,15,-7,7
O=C(Cc1ccccc1F)Nc1nc(-c2cccnc2)cs1,12,-5,-8,0.4,-3,1,8,7,13
Cc1cc[n+](-c2[nH]c(=O)sc2/C=N/N=C(\[O-])c2ccccc2)cc1,3,13,-3,2.5,-3,-8,-14,-7,2
O=C(Cc1cccc2ccccc12)N/N=C/c1ccc(Sc2nc3ccccc3s2)o1,-28,-6,-13,1.1,-1,-20,13,-7,4
CCC(C)(C)NC(=O)C(c1ccc(O)cc1)N(C(=O)Cn1nnc2ccccc21)c1ccc(NC(C)=O)cc1 (stereo not given),-8,-18,2,0.3,-1,-4,3,-5,5
COc1ccc(N2CCN(C(=O)Nc3cccc(C(F)(F)F)c3)CC2)cc1,0,-14,-7,4.2,2,-4,20,-19,17
CNC(=S)Nc1sc2c(c1C(=O)OC)CCC2,-8,-18,-8,0.4,-9,-7,-3,-5,2
O=C(CSc1nnc(Cc2ccccc2)o1)Nc1ccccc1,-2,-10,-1,3.8,-6,-18,3,1,0
O=C(NCCCN1CCOCC1)c1ccc(CNS(=O)(=O)c2ccc(Br)cc2)cc1,-4,-11,-9,0.8,-7,-5,19,-9,1
CC(C)(C)c1ccc(C(=O)Nc2cccc3ncccc23)cc1,8,2,-14,1.5,-6,-3,22,-4,5
COc1ccc(Nc2nc(NC(C)C)nc3ccsc23)cc1OC,-14,2,.,2.8,-5,.,3,4,6
O=C(CNC(=O)N1CC(=O)Nc2ccccc21)Nc1cc(Cl)ccc1Cl,-6,-18,-7,2.3,-1,-17,20,-7,1
Cc1ccccc1C(=O)NCC(=O)OCC(=O)NC(C)C1CC2CCC1C2 (stereo not given),4,-9,-5,0.5,-2,-4,7,5,4
CCOc1ccc(CCNC(=O)c2cccc(NC3=NC4CS(=O)(=O)CC4S3)c2)cc1 (stereo not given),-7,6,4,-0.5,9,-8,-6,-12,2
CC(NS(=O)(=O)c1ccc(F)cc1)C(c1cccs1)N1CCN(C)CC1 (stereo not given),-12,-6,3,0.4,-7,-6,9,-1,6
CC(C)N1CCSC1=S,0,-6,.,-0.1,-1,.,8,10,0
CCN(C(=O)COC(=O)c1ccc2ccccc2n1)c1c(N)n(Cc2ccccc2)c(=O)[nH]c1=O,-10,-9,.,0.8,2,.,-7,-8,2
CCN(C(=O)CSc1cc(C)c2ccccc2n1)C1CCS(=O)(=O)C1 (stereo not given),3,5,-6,0.6,-7,-13,10,-12,0
CCOc1ccc(-c2nn[nH]n2)cc1,-18,-13,-6,-0.1,-3,-13,7,-2,1
O=C(c1ccc([N+](=O)[O-])cc1)c1cc2ccc(O)cc2oc1=O,1,-17,-6,2.6,-2,-5,3,-10,4
COc1cc(C)ccc1S(=O)(=O)NC(=O)C1(C)CCN1C(=O)Cc1ccc(Cl)cc1Cl (stereo not given),-15,-6,.,0.6,-3,.,6,-13,0
CCCCCCC(=O)Nc1ccc(C(=O)N2CCCC2)cc1,16,-48,0,0.2,0,-11,4,3,1

# In the list so far, these have an aryl thioether with sulfur outside any ring.
molecule,TAAR1 antag,CHO-K1 Ca antag,OXTR potentiator,CHO-K1 Ca ag,CHRM1 agonist,CHO parental Ca,M1 PAM parental,CHRM1 antagonist,TAAR1 ag
O=C(Cc1cccc2ccccc12)N/N=C/c1ccc(Sc2nc3ccccc3s2)o1,-28,-6,-13,1.1,-1,-20,13,-7,4
O=C(CSc1nnc(Cc2ccccc2)o1)Nc1ccccc1,-2,-10,-1,3.8,-6,-18,3,1,0
CCN(C(=O)CSc1cc(C)c2ccccc2n1)C1CCS(=O)(=O)C1 (stereo not given),3,5,-6,0.6,-7,-13,10,-12,0

# 3 compounds drawn at random from the list so far, as already listed:
molecule,TAAR1 antag,CHO-K1 Ca antag,OXTR potentiator,CHO-K1 Ca ag,CHRM1 agonist,CHO parental Ca,M1 PAM parental,CHRM1 antagonist,TAAR1 ag
COc1ccc(N2CCN(C(=O)Nc3cccc(C(F)(F)F)c3)CC2)cc1,0,-14,-7,4.2,2,-4,20,-19,17
CNC(=S)Nc1sc2c(c1C(=O)OC)CCC2,-8,-18,-8,0.4,-9,-7,-3,-5,2
CN(C)S(=O)(=O)c1cccc(NC(=O)c2cccc(NS(=O)(=O)c3ccccc3)c2)c1,24,3,-13,7.0,-8,6,-5,17,6

# Profiles as entered above. Order of values: TAAR1 antag | CHO-K1 Ca antag | OXTR potentiator | CHO-K1 Ca ag | CHRM1 agonist | CHO parental Ca | M1 PAM parental | CHRM1 antagonist | TAAR1 ag
# CCN(C(=O)COC(=O)c1ccc2ccccc2n1)c1c(N)n(Cc2ccccc2)c(=O)[nH]c1=O as listed: -10 | -9 | . | 0.8 | 2 | . | -7 | -8 | 2
# CCOc1ccc(-c2nn[nH]n2)cc1 as listed: -18 | -13 | -6 | -0.1 | -3 | -13 | 7 | -2 | 1
# CC(C)N1CCSC1=S as listed: 0 | -6 | . | -0.1 | -1 | . | 8 | 10 | 0
# COc1cc(C)ccc1S(=O)(=O)NC(=O)C1(C)CCN1C(=O)Cc1ccc(Cl)cc1Cl (stereo not given) as listed: -15 | -6 | . | 0.6 | -3 | . | 6 | -13 | 0
# O=C(NCCCN1CCOCC1)c1ccc(CNS(=O)(=O)c2ccc(Br)cc2)cc1 as listed: -4 | -11 | -9 | 0.8 | -7 | -5 | 19 | -9 | 1
